High-throughput results (PubChem)
Mito fusion yeast: qHTS Assay for Small Molecule Inhibitors of Mitochondrial Division or Activators of Mitochondrial Fusion | S. cerevisiae fusion-defective mutant growth rescue, CellTiterGlo 48 h | Potency, µM (doses to about 46.1 µM), for the others: at the top dose growth rescue (activation), actives largely listed as activators | 0.23% of 320,000 active;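 also: potency is read from the fitted curve at half-maximal effect; % of control where 0% means no effect; nearly all actives have a fitted effect of over 45% in size; temperature-sensitive fusion mutants such as fzo1-1 at 37 °C on non-fermentable ethanol glycerol medium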
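Compounds are tested for their ability to restore growth of mitochondrial fusion-defective yeast strains at non-permissive 37C in YPEG medium over 48 hours. Viability is quantified by luciferase luminescence.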
Rab9 promoter act: qHTS Assay for Rab9 Promoter Activators | Huh7 Rab9 promoter-luciferase reporter, luminescence, 24 h | Potency, µM (titrated, usually from 9.22 µM), without a hit: at the top dose activation, negative = inhibition, usual class: activators | 2.8% of 320,000 active | AID 485297, 2010; also: potency is read from the fitted curve at half-maximal effect; % of control where 0% means no effect; nearly all actives have a fitted effect of over 60% in size
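Steps: seed 1500 Huh7 Rab9-luc cells per well, rest 2 h at 37 °C; add compound in DMSO; incubate 24 h; add luciferase reagent, 10 min ambient; read luminescence.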
PKM2 act: qHTS Assay for Activators of Human Muscle isoform 2 Pyruvate Kinase; Pyruvate kinase PKM (Homo sapiens), P14618; purified PKM2, Kinase-Glo ATP luminescence, activation; response scale: 0% is enzyme alone, no compound; Potency, µM (titrated, usually from 57.5 µM), for inactives: at the highest dose activation, most hits filed as activators; 0.34% of 260,000 active; AID 1631, 2009; also: potency is read from the fitted curve at half-maximal effect; % is scaled to controls: 0 for no effect and ±100 for the full control effect; nearly all actives have a fitted effect of over 55% in size
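ATP formation by purified human PK-M2, quantified via coupled luciferase luminescence after 1 h at room temperature with 0.1 mM ADP and 0.5 mM PEP final.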
VP16 counter: VP16 counterscreen qHTS for inhibitors of ROR gamma transcriptional activity | Drosophila S2 Gal4-VP16 UAS-luciferase, luminescence, 20 h | Potency, µM (series often up to 53.6 µM), without a hit: at the highest dose activity, negative = inhibition, usual class: inhibitors | 3.5% of 310,000 active;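 also: Gal4-VP16 expression switched on by copper sulfate through the metallothionein promoter; potency is read from the fitted curve at half-maximal effect; % is scaled to controls: 0 for no effect and ±100 for the full control effect; nearly all actives have a fitted effect of over 50% in size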
ELG1 repair inh: qHTS screen for small molecules that inhibit ELG1-dependent DNA repair in human embryonic kidney (HEK293T) cells expressing luciferase-tagged ELG1; AID 504467, 2011; HEK293T ELG1-luciferase reporter, luminescence, 16 h; DNA damage induced by 5-fluorouridine; Potency, µM (highest dose often 46.1 µM), inactives show at the top dose activity change, negative = inhibition, actives largely listed as inhibitors; 2.3% of 330,000 active; also: potency is read from the fitted curve at half-maximal effect; % is scaled to controls: 0 for no effect and ±100 for the full control effect; nearly all actives have a fitted effect of over 55% in size
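Quantitative HTS, concentration-response format. 2,000 cells/well co-treated with 5-fluorouridine and compound, 16 hr in 5% CO2 at 37 °C; ONE-Glo luminescence read after 30 min.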
RORg inh: qHTS for inhibitors of ROR gamma transcriptional activity; Drosophila S2 Gal4-RORgamma UAS-luciferase reporter, 20 h; Nuclear receptor ROR-gamma (Mus musculus), P51450; 5.4% of 310,000 active; Potency, µM (highest dose often 53.6 µM), inactives show top-dose activity change, negative = inhibition, usual class: inhibitors; also: potency is read from the fitted curve at half-maximal effect; % is scaled to controls: 0 for no effect and ±100 for the full control effect; nearly all actives have a fitted effect of over 60% in size
Target sequence (P51450 whole entry, looked up, the tested form may be a part): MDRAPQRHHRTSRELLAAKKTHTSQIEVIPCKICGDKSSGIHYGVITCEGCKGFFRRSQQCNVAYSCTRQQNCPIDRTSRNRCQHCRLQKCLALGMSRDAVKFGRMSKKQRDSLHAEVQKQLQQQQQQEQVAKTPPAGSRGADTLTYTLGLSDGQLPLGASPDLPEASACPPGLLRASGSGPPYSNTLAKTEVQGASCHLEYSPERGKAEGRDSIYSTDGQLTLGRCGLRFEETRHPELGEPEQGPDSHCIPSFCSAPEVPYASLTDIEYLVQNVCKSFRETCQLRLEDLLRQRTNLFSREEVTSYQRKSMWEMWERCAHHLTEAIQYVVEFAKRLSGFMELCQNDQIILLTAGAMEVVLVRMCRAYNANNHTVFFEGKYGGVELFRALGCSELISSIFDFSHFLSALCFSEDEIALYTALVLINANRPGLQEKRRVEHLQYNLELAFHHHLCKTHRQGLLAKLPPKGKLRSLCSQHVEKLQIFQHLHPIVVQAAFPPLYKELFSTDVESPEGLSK
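A Gal4/UAS one-hybrid system in insect cells: metallothionein-promoter Gal4–ROR gamma fusion plus Photinus luciferase reporter. Copper sulfate 700 uM final, 20 hr ambient incubation, luminescent detection after 10 min with reagent.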
MBNL1 CUG block: qHTS Assay for Inhibitors of MBNL1-poly(CUG) RNA binding. Muscleblind-like protein 1 (Homo sapiens), Q9NR56. TR-FRET MBNL1-His/biotin-(CUG)12 binding, 665/545 ratio. Potency, µM (doses to about 57.5 µM), inactives show at the top dose activity change, negative = inhibition, actives largely listed as inhibitors. 0.036% of 280,000 active. AID 2675, 2010; active = well fitted inhibition curve with a large enough effect in the signal ratio, with a control signal flat, not every such curve was filed as active; inconclusive = small, poorly fitted or top-dose-only effect, or effect the other way, or a change in a side signal; inactive = no such curve, though single readings can be large or run the other way; the % refers to the signal ratio; also: potency is read from the fitted curve at half-maximal effect; % is scaled to controls: 0 for no effect and ±100 for the full control effect
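MBNL1-His + Biotin-(CUG)12, cpd titration 92 nM–58 uM; Tb anti-His Ab 0.055 ng/ul, SA-XL665 5 nM (final); 60 min RT; ratiometric 665/545 nm, Ex 340 nm; normalized to buffer and full-complex controls.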
Menin MLL FP TR: qHTS Assay for Inhibitors Targeting the Menin-MLL Interaction in MLL Related Leukemias: Competition With Texas Red Labeled MLL-derived Mutant Peptide. Menin + Texas Red MLL mutant peptide, fluorescence polarization. Potency, µM (series often up to 61.6 µM), for the others: at the highest dose FP activity change, negative = inhibition, actives largely listed as inhibitors. 0.23% of 270,000 active; active = well fitted inhibition curve with a large enough effect in the polarisation, with a control signal flat, not every such curve was filed as active; inconclusive = small, poorly fitted or top-dose-only effect, or effect the other way, or a change in a side signal; inactive = no such curve, though single readings can be large or run the other way; the % refers to the polarisation; also: potency is read from the fitted curve at half-maximal effect; % of control where 0% means no effect; many of its hits are not listed in these tables
NPC1 prom act: qHTS Assay for NPC1 Promoter Activators. Potency, µM (titrated, usually from 9.22 µM), for the others: at the highest dose activation, usual class: activators. 2.4% of 320,000 active. AID 485313, 2010. Huh7 NPC1 promoter luciferase reporter, 24 h;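 also: potency is read from the fitted curve at half-maximal effect; % of control where 0% means no effect; nearly all actives have a fitted effect of over 60% in size; reporter is driven by a mutant NPC1 promoter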
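Huh7 cells stably carrying NPC1 promoter–luciferase, plated in Opti-MEM with 10% FBS for 2 h, were exposed to compound in DMSO for 24 h at 37 °C; luciferase reagent was added for 10 min and luminescence read.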
FLuc modulator: qHTS profiling assay for firefly luciferase inhibitor/activator using purifed enzyme and Km concentrations of substrates (counterscreen for miR-21 project). Luciferin 4-monooxygenase (Photinus pyralis), P08659. AID 588342, 2011. Potency, µM (top dose mostly 57.5 µM), inactives show at the highest dose activity change, negative = inhibition, most hits filed as inhibitors. purified FLuc, Km substrates, luminescence inhibition. 6.9% of 360,000 active;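 also: potency is read from the fitted curve at half-maximal effect; plate controls were vehicle for no effect and reference inhibitor for full effect; nearly all actives have a fitted effect of over 55% in size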
Target sequence (P08659 whole entry, looked up): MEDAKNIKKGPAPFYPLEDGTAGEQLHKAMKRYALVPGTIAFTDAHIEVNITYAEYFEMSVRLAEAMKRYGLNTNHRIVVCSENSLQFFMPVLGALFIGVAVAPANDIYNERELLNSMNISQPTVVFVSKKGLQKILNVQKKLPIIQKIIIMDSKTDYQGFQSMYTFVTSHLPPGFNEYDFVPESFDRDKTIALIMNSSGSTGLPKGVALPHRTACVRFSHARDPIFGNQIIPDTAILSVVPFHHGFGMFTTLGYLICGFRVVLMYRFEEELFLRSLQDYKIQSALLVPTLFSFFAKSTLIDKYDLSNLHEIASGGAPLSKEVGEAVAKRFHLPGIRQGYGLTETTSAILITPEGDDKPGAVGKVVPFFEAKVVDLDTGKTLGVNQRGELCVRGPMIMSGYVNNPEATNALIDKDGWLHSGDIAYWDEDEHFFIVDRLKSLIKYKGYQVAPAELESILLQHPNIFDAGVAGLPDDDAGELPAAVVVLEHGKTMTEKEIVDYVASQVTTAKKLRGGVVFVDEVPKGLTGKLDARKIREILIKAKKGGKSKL
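Biochemical qHTS of compounds, final roughly 60 µM downward over six points, against 10 nM purified firefly luciferase using Km concentrations of substrates (10 uM D-luciferin, 10 uM ATP) in Tris acetate pH 7.5 buffer; luminescence output.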
KCNH2 3.1 inh: qHTS for Inhibitors of KCHN2 3.1: Mutant qHTS | Potassium voltage-gated channel subfamily H member 2, brain isoform KCNH2 3.1 (human) | U2OS KCNH2 3.1, thallium flux FluxOr; active compounds read low | activity change, % (tested at about 1.8 µM) | 0.95% of 340,000 active;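 active = maximum activity change below -70%; inconclusive = maximum activity change from -70% to -50%; inactive = maximum activity change above -50%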;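 also: thallium influx rate constant from kinetic fluorescence after stimulation buffer; % is scaled to controls: 0 for no effect and ±100 for the full control effect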
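Normalized rate constant (relative to positive and negative DMSO controls) derived from a 2 min kinetic fluorescence read after stimulation; U2OS cells expressing the 3.1 isoform via virus at 1.77 x 10^8 /mL.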
Active calls of the source: *; [ ] = another dose, or the depositor's remark. Unless noted, calls follow the shape of the dose curve; as a rule, active = well fitted curve in the direction sought with a large enough effect; inconclusive = small, poorly fitted or top-dose-only effect, or another doubt; inactive = no such curve, though single readings can be large; an effect the other way counts as inactive or inconclusive. This is a subset; the hit share may differ from the screen's.

Screening COc1cccc2[nH]c3c(N4CCCC(C)C4)ncnc3c12 (centres undefined) returned Mito fusion yeast 3.8%, Rab9 promoter act 28.5%, PKM2 act 10.5%, VP16 counter 0.3%, ELG1 repair inh 9.9%, RORg inh -12.7%, MBNL1 CUG block -5.7%, Menin MLL FP TR 21.3%, NPC1 prom act 15.2%, FLuc modulator 5.36µM* and KCNH2 3.1 inh -13.5.
CCOc1ccc2c(c1)c1nnc(SCC(=O)N3CCC(C)CC3)nc1n2C was read as Mito fusion yeast 1.1%, Rab9 promoter act -8.7%, PKM2 act -3.3%, VP16 counter 3.3%, ELG1 repair inh 9.2%, RORg inh -3.7%, MBNL1 CUG block 17.8%, Menin MLL FP TR 5.1%, NPC1 prom act -0.7%, FLuc modulator inconclusive and KCNH2 3.1 inh -5.3.
Cc1c2c(nc3nc4ccccc4n13)CCCC2=O was read as Mito fusion yeast 1.1%, Rab9 promoter act 1.9%, PKM2 act 0.1%, VP16 counter -0.5%, ELG1 repair inh -1.4%, RORg inh -3.4%, MBNL1 CUG block 4.1%, Menin MLL FP TR 5.5%, NPC1 prom act -3.4% and FLuc modulator 0.7%.
Screening Cc1csc(SCCN2C(=O)c3ccccc3C2=O)n1 returned Mito fusion yeast 3.8%, Rab9 promoter act inconclusive, PKM2 act -2.1%, VP16 counter 1.4%, ELG1 repair inh inconclusive, RORg inh -11.1%, MBNL1 CUG block inconclusive, Menin MLL FP TR -6.3%, NPC1 prom act inconclusive, FLuc modulator 13.5µM* and KCNH2 3.1 inh 7.3.
`Cn1c(SCc2ccc(C#N)cc2)nnc1-c1ccncc1` gave Mito fusion yeast 1.0%, Rab9 promoter act -4.9%, PKM2 act 0.3%, VP16 counter -2.6%, ELG1 repair inh 8.5%, RORg inh 13.7%, MBNL1 CUG block 0.6%, Menin MLL FP TR 2.6%, NPC1 prom act 0.2%, FLuc modulator 3.4% and KCNH2 3.1 inh -2.6.
CN(C)C(=O)c1ccc(NC(=O)CSc2nc3ccccc3[nH]2)cc1 was read as Mito fusion yeast 3.2%, Rab9 promoter act 0.3%, PKM2 act 1.4%, VP16 counter -5.3%, ELG1 repair inh -7.7%, RORg inh 11.6%, MBNL1 CUG block -1.8%, Menin MLL FP TR -2.7%, NPC1 prom act -4.5%, FLuc modulator -2.9% and KCNH2 3.1 inh 6.4.
Screening CS(=O)(=O)c1ccc(-c2nnn(CC(N)=O)n2)cc1 returned Mito fusion yeast 17.5%, Rab9 promoter act 17.1%, VP16 counter 2.1%, ELG1 repair inh -10.0%, RORg inh 9.6%, MBNL1 CUG block 1.1%, Menin MLL FP TR -17.1%, NPC1 prom act -2.8%, FLuc modulator -1.7% and KCNH2 3.1 inh 3.2.
Screening Cc1cc(C(=O)NNc2ccc(F)cc2F)no1 returned Mito fusion yeast -1.2%, Rab9 promoter act -1.9%, PKM2 act 1.3%, VP16 counter 0.3%, ELG1 repair inh 4.11µM*, RORg inh 11.2%, MBNL1 CUG block -4.2%, NPC1 prom act 0.0%, FLuc modulator 2.0% and KCNH2 3.1 inh -3.4.
Screening CNC(=O)C(=O)NCC1OCCCN1S(=O)(=O)c1ccc(F)cc1C (centres undefined) returned Mito fusion yeast -2.8%, Rab9 promoter act -0.4%, PKM2 act -0.9%, VP16 counter -1.9%, ELG1 repair inh -5.7%, RORg inh 1.9%, MBNL1 CUG block 5.1%, NPC1 prom act 0.6% and FLuc modulator 4.1%.
For Cc1cc(C(=O)NNC(=O)c2cccc(N(C)C)c2)c(C)o1 the results were Mito fusion yeast 0.9%, Rab9 promoter act 6.8%, PKM2 act 7.1%, VP16 counter -4.3%, ELG1 repair inh 19.0%, RORg inh -20.5%, MBNL1 CUG block -1.2%, NPC1 prom act -0.7%, FLuc modulator 3.3% and KCNH2 3.1 inh -13.9.
For COc1cc(/C=C2\SC(=Nc3ccccc3)N(CCc3c[nH]c4ccccc34)C2=O)ccc1OC(C)C(=O)O (centres undefined) the results were Mito fusion yeast -15.5%, Rab9 promoter act -5.6%, PKM2 act 0.1%, VP16 counter inconclusive, ELG1 repair inh -3.1%, RORg inh 1.4%, MBNL1 CUG block -11.0%, Menin MLL FP TR inconclusive, NPC1 prom act -4.8%, FLuc modulator 2.3% and KCNH2 3.1 inh -0.2.
For S=C(NCc1ccncc1)Nc1ccc(Cl)cc1Cl the results were Mito fusion yeast -0.4%, Rab9 promoter act -1.9%, PKM2 act 0.6%, VP16 counter -18.6%, ELG1 repair inh 16.4µM*, RORg inh 7.6%, MBNL1 CUG block -5.1%, Menin MLL FP TR 24.5%, NPC1 prom act -2.7%, FLuc modulator 0.7% and KCNH2 3.1 inh 6.1.
For CS(=O)(=O)Nc1cccc(C2=NN(C(=O)c3ccco3)C(c3ccco3)C2)c1 (centres undefined) the results were Mito fusion yeast -2.5%, Rab9 promoter act -2.5%, PKM2 act 9.7%, VP16 counter 3.5%, ELG1 repair inh inconclusive, RORg inh 30.3%, MBNL1 CUG block inconclusive, Menin MLL FP TR 11.7%, NPC1 prom act -15.1%, FLuc modulator 16.9µM* and KCNH2 3.1 inh 9.3.
Screening O=C(Nc1cccc(Cl)c1)C1CCCCC1 returned Mito fusion yeast 11.2%, Rab9 promoter act 2.0%, ELG1 repair inh 24.0%, NPC1 prom act 0.3%, FLuc modulator -16.7% and KCNH2 3.1 inh -8.7.
Screening COCc1cc(=O)[nH]c(/N=C(\N)Nc2ccc(Cl)c(Cl)c2)n1 returned Mito fusion yeast -3.0%, Rab9 promoter act -2.2%, PKM2 act 1.4%, VP16 counter -6.4%, ELG1 repair inh -9.6%, RORg inh 9.4%, NPC1 prom act -1.5%, FLuc modulator 1.2% and KCNH2 3.1 inh -7.2.
For Cc1cc(N/C=C(\C#N)S(=O)(=O)c2ccccc2Cl)nc(C)n1 the results were Mito fusion yeast 1.0%, Rab9 promoter act -5.3%, PKM2 act 12.3%, VP16 counter -5.0%, ELG1 repair inh 1.2%, RORg inh 20.2%, NPC1 prom act -4.1%, FLuc modulator 2.3% and KCNH2 3.1 inh 4.6.
For S=C(Nc1ccccc1Cl)N1CCCC(c2ccccc2)=N1 the results were Mito fusion yeast 18.8%, Rab9 promoter act 0.0%, PKM2 act 3.6%, VP16 counter 1.2%, ELG1 repair inh 0.4%, RORg inh -20.0%, MBNL1 CUG block 3.9%, NPC1 prom act 1.2%, FLuc modulator 3.3% and KCNH2 3.1 inh 16.6.
Screening COc1ccc(S(=O)(=O)N2CCN(Cc3cc(OC)c(OC)c(OC)c3)CC2)cc1 returned Mito fusion yeast 2.5%, Rab9 promoter act 1.0%, PKM2 act -1.3%[11.5 µM], VP16 counter 3.5%, ELG1 repair inh inconclusive, RORg inh -5.1%, MBNL1 CUG block -0.3%, Menin MLL FP TR -9.8%, NPC1 prom act 1.4%, FLuc modulator -6.6% and KCNH2 3.1 inh 1.7.
`CCc1ccc(NC(=O)c2ccc(F)c(S(=O)(=O)N(CC)c3ccccc3)c2)cc1` gave Mito fusion yeast -5.9%, Rab9 promoter act -7.8%, PKM2 act 0.5%, VP16 counter -2.7%, ELG1 repair inh inconclusive, RORg inh 19.7%, MBNL1 CUG block -0.5%, Menin MLL FP TR 6.0%, NPC1 prom act -2.9%, FLuc modulator 5.2% and KCNH2 3.1 inh -18.9.
`CN(CC(=O)Nc1ccccc1C(F)(F)F)C(=O)C1=COCCO1` gave Mito fusion yeast -1.2%, Rab9 promoter act 2.8%, ELG1 repair inh 27.3%, NPC1 prom act -7.4%, FLuc modulator 0.3% and KCNH2 3.1 inh 4.5.
For O=C(CN1CCN(c2ccccc2O)CC1)Nc1ccc2c(c1)CCC2 the results were Mito fusion yeast 0.6%, Rab9 promoter act -3.3%, PKM2 act 1.5%, VP16 counter -10.5%, ELG1 repair inh 2.0%, RORg inh 63.1%, MBNL1 CUG block 10.2%, Menin MLL FP TR -19.1%, NPC1 prom act 0.9%, FLuc modulator 0.7% and KCNH2 3.1 inh -20.1.
